Bioassay records deposited in PubChem by National Center for Advancing Translational Sciences (NCATS).
KB-V1 cytotox: qHTS assay for MDR1-selective chemotherapeutics: Primary screen using the drug-selected MDR subline cells KB-V1; Potency, µM (doses to about 46.1 µM), for inactives: top-dose activity change, negative = cytotoxicity, hits mostly cytotoxic; AID 1347076, 2019; KB-V1 MDR cells viability, CellTiter-Glo, 72 h; 3.4% of 400,000 active; also: potency is read from the fitted curve at half-maximal effect; % is scaled to controls: 0 for no effect and ±100 for the full control effect; nearly all actives have a fitted effect of over 60% in size
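KB-V1 cells (P-gp-expressing MDR subline of KB-3-1) in phenol-red-free DMEM with 10% FBS were exposed to library compounds over a concentration series for 72 h at 37 degrees C. Viability read by CellTiter-Glo luminescence; concentration-effect curves fitted after normalization.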
D3 ag: qHTS of D3 Dopamine Receptor Agonist: qHTS | D(3) dopamine receptor (Homo sapiens), P35462 | D3R DiscoveRx beta-arrestin cells, luminescence, 90 min | max activation, % | 0.58% of 410,000 active | AID 652048, 2013; in the data active = max activation above about 30%; also: 0% is about no effect; mostly tested at two doses, the higher about 12 µM
Target sequence (P35462 whole entry, looked up): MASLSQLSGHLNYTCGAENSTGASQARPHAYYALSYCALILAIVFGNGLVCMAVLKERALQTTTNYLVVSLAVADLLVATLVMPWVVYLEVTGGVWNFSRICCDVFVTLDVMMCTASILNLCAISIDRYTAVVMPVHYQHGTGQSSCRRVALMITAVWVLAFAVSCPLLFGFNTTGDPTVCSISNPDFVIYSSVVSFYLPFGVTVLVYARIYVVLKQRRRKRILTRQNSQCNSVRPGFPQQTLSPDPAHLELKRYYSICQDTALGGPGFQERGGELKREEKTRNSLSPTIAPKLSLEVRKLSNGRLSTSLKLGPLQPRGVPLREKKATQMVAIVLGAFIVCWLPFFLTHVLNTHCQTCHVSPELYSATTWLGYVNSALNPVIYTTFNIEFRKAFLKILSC
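Cells at 1500/well, incubated overnight, then treated with pinned compounds (dopamine as control) for 90 min at 37 degrees C. DiscoveRx reagent added for 30 - 60 minutes at room temperature; luminescence read.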
IL-1B inflam inh: qHTS for Inhibitors of Inflammasome Signaling: IL-1-beta AlphaLISA Primary Screen | activity change, % at 57.5 µM | THP-1 LPS/ATP IL-1B secretion, AlphaLISA, 16 h; stronger effect = lower value | 4.7% of 360,000 active; in the data active = activity change below about -50%; inconclusive = mostly about -30% to -49%; also: % is scaled to controls: 0 for no effect and ±100 for the full control effect
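Secreted IL-1B measured by AlphaLISA bead assay after 16 h compound exposure of THP-1 cells; compounds (final up to 57.5 uM) added 1 h before LPS (250 ng/mL) and ATP (1.25 mM) stimulation; lower signal means less secretion.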
D3 antag: qHTS of D3 Dopamine Receptor Antagonist: qHTS; D(3) dopamine receptor (Homo sapiens), P35462; D3R cells, DiscoveRx beta-arrestin luminescence, antagonist mode; stronger effect = lower value; max response, negative = inhibition, %; 2.5% of 360,000 active; in the data active = max response below about -50%; inconclusive = no clear call, values can overlap the other calls; also: % is scaled to controls: 0 for no effect and ±100 for the full control effect; mostly tested at two doses, the higher about 12 µM
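Cells plated overnight at 1500 cells/well, then exposed to library compounds with dopamine controls for 90 minutes at 37 degrees C. DiscoveRx reagent added for 30–60 minutes at room temperature; luminescence read, quantitative HTS format.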
HT1080NT lethal: qHTS for induction of synthetic lethality in tumor cells producing 2HG: qHTS for the HT-1080-NT fibrosarcoma cell line; AID 686970, 2013; 1.6% of 360,000 active; HT-1080-NT fibrosarcoma viability, CellTiter-Glo ATP luminescence, 48 h; Potency, µM (top dose mostly 46.1 µM), inactives show at the top dose activity, negative = less viability, actives largely listed as cytotoxic;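 also: NT is the 2HG producing partner of a matched IDH1 knockdown line; potency is read from the fitted curve at half-maximal effect; 0% = DMSO-treated cells and -100% = media-only wells without cells; nearly all actives have a fitted effect of over 55% in size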
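Compounds were tested in concentration-response format on HT-1080-NT cells for 48 hours at 37 degrees C. Cell viability came from CellTiter-Glo luminescence; curves were classified by r2, response magnitude and activity.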
GLP1R ag: qHTS of GLP-1 Receptor Agonists. HEK293 GLP-1R CRE-luciferase, luminescence, 4-6 h; cells express a hypersensitive GLP-1R form. 0.007% of 380,000 active. Potency, µM (top dose mostly 45.6 µM), without a hit: top-dose activation, most hits filed as activators. Glucagon-like peptide 1 receptor (Homo sapiens), P43220; also: potency is read from the fitted curve at half-maximal effect; % of control where 0% means no effect
Target sequence (P43220 whole entry, looked up): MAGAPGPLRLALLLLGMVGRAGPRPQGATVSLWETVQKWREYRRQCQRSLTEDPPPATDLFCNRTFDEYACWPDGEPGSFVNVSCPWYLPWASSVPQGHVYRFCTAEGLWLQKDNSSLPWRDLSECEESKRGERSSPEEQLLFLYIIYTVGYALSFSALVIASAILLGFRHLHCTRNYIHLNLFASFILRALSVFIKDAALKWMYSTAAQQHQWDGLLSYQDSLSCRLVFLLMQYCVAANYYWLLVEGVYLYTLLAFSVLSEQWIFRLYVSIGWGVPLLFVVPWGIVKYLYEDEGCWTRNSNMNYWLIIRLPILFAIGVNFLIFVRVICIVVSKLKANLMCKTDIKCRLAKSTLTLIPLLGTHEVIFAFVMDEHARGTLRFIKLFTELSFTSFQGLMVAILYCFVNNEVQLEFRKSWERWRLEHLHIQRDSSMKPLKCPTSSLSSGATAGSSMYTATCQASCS
HT1080 IDH1KD tx: qHTS for induction of synthetic lethality in tumor cells producing 2HG: qHTS for the HT-1080-IDH1KD cell line | 2% of 360,000 active | AID 686971, 2013 | HT-1080 IDH1 knockdown viability, ATP luminescence, 48 h | Potency, µM (top dose mostly 46.1 µM), without a hit: at the top dose activity, negative = toxicity, usual class: cytotoxic;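 also: potency is read from the fitted curve at half-maximal effect; 0% = DMSO wells and -100% = cell-free medium wells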
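% activity derives from luminescence (CellTiter-Glo), normalised to DMSO and no-cell wells. HT-1080-IDH1KD cells, 750/well, had 48 h compound exposure at 37 °C.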
SW480 rerep: A quantitative high throughput screen for small molecules that induce DNA re-replication in SW480 colon adenocarcinoma cells; SW480 DNA re-replication, Hoechst DNA content imaging, 48 h; Potency, µM (titrated, usually from 46.1 µM), for inactives: top-dose re-replication activation, actives largely listed as activators; 1.8% of 340,000 active; AID 624297, 2012; also: potency is read from the fitted curve at half-maximal effect; % of control where 0% means no effect; nearly all actives have a fitted effect of over 55% in size
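Per well, 250 cells were exposed to pinned compound for 48 hr. Nuclear DNA was visualised with Hoechst (40 min, 37 C) and total object intensity recorded by fluorescence scanning.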
KB-3-1 tox: qHTS assay for MDR1-selective chemotherapeutics: Primary screen using the parental adenocarcinoma cell KB-3-1 | KB-3-1 viability, CellTiter-Glo ATP luminescence, 72 h | Potency, µM (top dose mostly 46.1 µM), without a hit: at the top dose activity change, negative = cytotoxic, most hits filed as cytotoxic | 1.4% of 400,000 active | AID 1347075, 2019; also: potency is read from the fitted curve at half-maximal effect; % is scaled to controls: 0 for no effect and ±100 for the full control effect; nearly all actives have a fitted effect of over 60% in size
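72 h, 37 °C compound treatment of KB-3-1 parental cells; CellTiter-Glo added, 10 min, luminescence read. Data corrected against DMSO-only plates and normalized before curve fitting.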
Starred values were filed as active, the others as inactive; ? = inconclusive; · = not tested or not shown; & = joins results of further samples; [ ] = another dose, or the depositor's remark. Unless noted, calls follow the shape of the dose curve; as a rule, active = well fitted curve in the direction sought with a large enough effect; inconclusive = small, poorly fitted or top-dose-only effect, or another doubt; inactive = no such curve, though single readings can be large; an effect the other way counts as inactive or inconclusive.

SMILES	KB-V1 cytotox	D3 ag	IL-1B inflam inh	D3 antag	HT1080NT lethal	GLP1R ag	HT1080 IDH1KD tx	SW480 rerep	KB-3-1 tox
COc1cc(OC)c(NS(=O)(=O)c2cc(Br)cnc2N)cc1Cl	6%	-2	22	-9	-13%	-3%	-21%	-21%	11%
CCOc1cc(S(=O)(=O)NCCCn2ccnc2)ccc1Cl	3%	2	11	-5	-7%	15%	-7%	8%	10%
COc1cccc(Nc2cc(C)nc3nc(C)nn23)c1	13%	-6	-17	0	-3%	2%	-2%	-1%	-13%
COc1cccc(N/C=C/C(=O)c2ccc(Br)cc2)c1	4%	1	-12	-2	-12%	-11%	-27%	1%	-22%
COc1ccccc1C(=O)NNC(=O)c1cccc(F)c1	-22%	-3	34	-1	-11%	-2%	-7%	?	0%
O=C(O)CCCCn1c(SCc2cc(=O)n3cc(Cl)ccc3n2)nc2ccsc2c1=O	-12%	2	3	9	-3%	-6%	2%	-1%&0%	6%
CCn1c(CSCc2ccc(C)cc2)n[nH]c1=S	-19%	3	25	13	5%	9%	7%	-2%	-5%
COc1cc(CNC[C@H]2O[C@@H](n3ccc(N)nc3=O)[C@H](O)[C@@H]2O)ccc1OCc1ccc(C)cc1	2%	1	-18	-9	-2%	-4%	4%	·	12%
Cc1sc2ncn(CC(=O)NCCCN3CCC(C)CC3)c(=O)c2c1S(=O)(=O)N1CCC(C)CC1	?	-22	1	-27	18%	8%	1%	3%	7%
COc1ccc(OC)c(CCNC(=O)CC2Oc3ccc(C)cc3NC2=O)c1 (centres undefined)	3%	-2	14	-15	8%	11%	3%	-3%	2%
CCCCCCOc1ccc(C(=O)n2cnc(N)n2)cc1	-4%	0	16	-16	5%	-12%	9%	-4%	8%
Cc1oc2cc3oc(=O)c4c(c3cc2c1C)CCC4	?	24	-13	18	?	5%	13%	-3%	21%
COC(=O)c1[nH]c2ccc(Cl)cc2c1NC(=O)Oc1ccccc1	1%	0	-10	15	9%	-5%	-27%	1%	11%
CCN(CC)S(=O)(=O)c1cccc(-c2nnc(SCC(=O)c3ccc(Cl)s3)n2C)c1	-10%	4	-11	-7	-2%	-4%	-1%	1%	11%
Cc1cc(C(=O)N2CCCC(Nc3ccc(C(C)C)cc3)C2)nn1C (centres undefined)	-11%	-3	5	?	-5%	3%	-1%	-19%	-9%
CN(C(=O)COc1cc(=O)n(C)c2ccccc12)c1cccc(Cl)c1	8%	0	-23	-13	15%	6%	17%	0%	2%
NC(=O)C1CCN(CC(=O)Nc2cc(Cl)ccc2Oc2ccccc2)CC1	0%	1	-9	-4	-26%	19%	-22%	-6%	0%
CC12CN(Cc3ccccc3)CC(C)(CN(Cc3ccccc3)C1)C2=O	-6%	-2	?	-2	-2%	-3%	-3%	4%	?
Cc1ccc(S(=O)CCNC(=O)Cc2ccc(Cl)cc2)cc1 (centres undefined)	-3%	-3	-10	-15	-2%	10%	1%	2%	7%
COc1cc(C2C3=C(CC(C)(C)CC3=O)N(C)C3=C2C(=O)CC(C)(C)C3)ccc1O	?	1	-5	5	13%	15%	26%	-5%	0%
Cc1ccc(N2C(=O)N(CC(=O)Nc3cccc(C)c3C)C(=O)C2C)cc1 (centres undefined)	-26%	-19	-3	1	-2%	-14%	-6%	0%	-2%
CC(C)(C)c1ccc(CN(Cc2ccccc2)C(c2ccccn2)c2nnnn2C(C)(C)C)cc1 (centres undefined)	-5%	-1	-2	-8	-12%	-11%	?	2%[9.22 µM]	?
O=C(Nc1cccc(Cl)c1)Nn1cnnc1	18%	27	-8	11	1%	-1%	-1%	132%	3%
CCOC(=O)c1cccc(NC(=O)CSc2nnc(C3CCCCC3)n2CC)c1	?	0	-10	8	8%	-3%	0%	5%	5%
COc1ccc(OCCN2CCC(C(=O)NC(c3ccc(F)cc3)c3ncccc3C)CC2)cc1 (centres undefined)	-1%	-14	-1	-85*	?	-1%	?	·	0%
CCOc1ccc(C2CC(=O)n3nc(C45CC6CC(CC(C6)C4)C5)nc3S2)cc1OC (centres undefined)	8%	-1	18	-16	-13%	-8%	-11%	-5%	13%
CCOC(=O)CN(C(=O)CNC(=O)c1ccco1)C(C(=O)NC1CCCCC1)c1cccs1 (centres undefined)	11%	1	-11	2	7%	6%	8%	-3%[9.22 µM]	15%
CC1(C)Cc2nc(N3CCCC3)c(C#N)cc2CO1	-16%	-2	9	?	-10%	16%	1%	-3%	-20%
O=C(c1ccc(-c2ccccc2Cl)o1)N1CCN(S(=O)(=O)c2cccs2)CC1	21µM*	-12	-2	6	-11%	0%	-9%	23%	-5%
COc1ccc(OC2(C)CCN(Cc3ccccc3OC(F)F)C2)cc1 (centres undefined)	-5%	-14	18	-16	-8%	4%	0%	·	0%
Cc1nn2c(-c3ccncc3)ccnc2c1Cl	13%	2	-7	-9	18%	-11%	-2%	-10%	19%
O=C(Nc1cccc(C(F)(F)F)c1)c1scc2c1OCCO2	1%	6	10	-1	-8%	5%	-5%	-6%	1%
O=C(c1cc(C(=O)N2CCOCC2)c2nc3ccccc3n2c1)c1ccccc1O	?	-1	0	-6	24%	7%	0%	-5%	0%
O=C(O)c1cc(S(=O)(=O)NC(Cc2c[nH]c3ccccc23)C(=O)O)ccc1Cl (centres undefined)	?	1	14	4	-9%	-3%	6%	-6%	4%
O=C(COC(=O)C1CC1)NCCc1ccc(Cl)cc1	7%	-1	-20	9	6%	12%	11%	3.7µM*	9%
O=C(NCC1CCCO1)c1nn2c(C(F)(F)F)cc(-c3cccs3)nc2c1Cl (centres undefined)	-6%	-14	-17	-27	1%	4%	2%	2%	1%
CC(=O)c1ccc(Oc2ncnc3sccc23)cc1	-20%	5	8	5	8%	2%	14%	-4%	12%
O=C(COc1ccc(S(=O)(=O)N2CCOCC2)cc1)N1CCCCCC1	-18%	3	0	-7	2%	3%	1%	0%	5%
O=C(COc1cccc2cccnc12)NCc1cccs1	4%	19	26	-14	2%	9%	17%	2%	9%
CC(OC(=O)c1nsc(Cl)c1Cl)C(=O)NC1CCCCC1 (centres undefined)	?	-2	16	4	0%	4%	-4%	-7%	-4%

Overlap with the part before: 2 entries, followed by the next part.
SMILES	KB-V1 cytotox	D3 ag	IL-1B inflam inh	D3 antag	HT1080NT lethal	GLP1R ag	HT1080 IDH1KD tx	SW480 rerep	KB-3-1 tox
O=C(COc1cccc2cccnc12)NCc1cccs1	4%	19	26	-14	2%	9%	17%	2%	9%
CC(OC(=O)c1nsc(Cl)c1Cl)C(=O)NC1CCCCC1 (centres undefined)	?	-2	16	4	0%	4%	-4%	-7%	-4%
COc1ccc(-c2[nH]c(-c3ccc(C)cc3)nc2SCC(=O)Nc2nccs2)cc1	23µM*	-2	15	5	?	9%	?	·	?
O=C(Cc1ccccc1)NCC(=O)N/N=C/c1cccs1	-22%	2	-8	-4	-8%	-8%	-4%	3%	-12%
COc1cccc(CSc2nnc(CSc3nc4nc(C)cc(C)n4n3)s2)c1	?	0	-2	25	3%	23%	?	-8%	-18%
CC(C)[C@H](CO)NC(=O)[C@H]1O[C@@H](n2ccc(=O)[nH]c2=O)[C@H](O)[C@@H]1O	-19%	-13	24	-4	11%	-7%	18%	·	0%
CCO[C@H]1OC(C(=O)N2CCOCC2)=C[C@@H](c2cn(C(C)=O)c3ccccc23)[C@@H]1CCCO	-1%	-8	9	7	-5%	4%	7%	?	-1%
O=c1oc2ccccc2cc1-c1csc(Nc2ccc(O)cc2)n1	?	-4	-97*	4	15µM*	-21%	?	5%	?
O=C(Nc1cccnc1)C1CC(=O)N(c2ccc(F)cc2)C1 (centres undefined)	-5%	-9	5	-6	14%	4%	-2%	14%	0%
Cc1ccc(S(=O)(=O)N2CCN(Cc3cc(=O)n4ccccc4n3)CC2)cc1C	-16%	-2	-11	-18	3%	-7%	-2%	-1%	2%
O=C(NC1CC1)C1CCN(C2CCN(C(=O)c3ccc4cccc(F)c4n3)CC2)CC1	-4%	-5	15	16	21%	0%	1%	-1%	-22%
COC(=O)CSc1nnc(SCc2ccc(Cl)cc2)s1	?	-5	-24	0	-2%	-11%	1%	-8%	-7%
Cc1ccc(NC(=O)C2CCN(C(=O)NC3CCCCC3)CC2)cc1	-2%	-3	-5	16	?	-4%	7%	-6%	4%
O=C(Nc1nnc(-c2cccc(F)c2)s1)Nc1ccccc1F	6%	-1	-9	-1	29%	12%	22%	-5%	19%
CC[C@@H]1C/C=C\Cc2ccccc2[C@H](C(=O)C[C@@H](O)CC(C)=O)OC1=O	16%	15	61	5	-2%	9%	5%	?	0%
Cc1ccc(NC(=O)Nc2cccc([N+](=O)[O-])c2)cc1F	16µM*	-4	-95*	-19	15µM*	-2%	12µM*	5%	?
CCC(C)(C)n1nnnc1C(c1ccncc1)N1CCC(Cc2ccccc2)CC1 (centres undefined)	-4%	17	-6	2	-13%	5%	-17%	14%	-29%
CCCc1nc(SCC(=O)Nc2nnc(SCC)s2)c2c(=O)n(C)c(=O)n(C)c2n1	-38%	11	27	19	10%	-3%	9%	-1%	-10%
Cc1ccc(Nc2nc3ccccc3n3nnnc23)cc1	-7%	-13	74	13	-8%	17%	-3%	-126%[inhibitor]	1%
Cc1cc(=O)oc2cc(OCC(=O)N3CCN(c4ccc(F)cc4)CC3)ccc12	-7%	-3	-2	-4	6%	-1%	5%	-1%	-2%
